Screening results: PubChem BioAssay, several laboratories
West Nile virus CPE: West Nile virus antiviral activity, cell-based, CPE readout (AID 1621); West Nile virus-infected cells, CPE inhibition; higher % means a stronger effect; CPE inhibition, % at 10 µM, or IC50 in µM where a hit was titrated; 0.02% of 290,000 active; in the data active = a potency from the dose series; inconclusive = CPE inhibition mostly from about 3.7% at the one dose, without a potency; inactive = the rest, 99 in 100 with CPE inhibition below about 2.2%; also: strong numbers were not always called active
Siah-1 displacement: Siah-1 peptide-binding antagonists, primary screen, biochemical, fluorescence polarization, rhodamine-plectin, uHTS (AID 1817); Siah-1 / rhodamine-plectin peptide fluorescence polarization; higher % means a stronger effect; displacement, % at 20 µM, or IC50 in µM where a hit was titrated; E3 ubiquitin-protein ligase SIAH1 (Homo sapiens); 0.02% of 290,000 active;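 active = displacement of at least 50% at 20 µM, with a fluorescence ratio check between 0.3 and a set limit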;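 also: plate controls were Siah plus tracer with DMSO for no effect and tracer alone without Siah for full effect; strong numbers were not always called active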
Large T inhibition: SV40 large T antigen inhibitors, biochemical (AID 1903) | SV40 large T antigen ATPase/helicase inhibition assay; higher % means a stronger effect | one-dose inhibition, % at 20 µM; IC50 in µM for titrated hits | 0.39% of 310,000 active; in the data active = a potency from the dose series; inconclusive = inhibition mostly from about 32% at the one dose, without a potency; inactive = the rest, 99 in 100 with inhibition below about 32%; also: strong numbers were not always called active
NTR1 agonist: agonists of NTR1, primary screen, imaging, U2OS cells, beta-arrestin-GFP, high content (AID 493036); activation, % at 20 µM; 0.17% of 330,000 active; NTR1-U2OS beta-arrestin-GFP spot imaging, agonist mode; Neurotensin receptor type 1 (Homo sapiens), P30989;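 active = activation at or above 40% of the spot to cytoplasm intensity ratio, with at least 20 cells analyzed; inconclusive = wells under 20 cells, flagged as cytotoxic or low count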;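 also: 0% = DMSO without peptide and 100% = 100 nM NTR1 peptide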
Target sequence (P30989 whole entry, looked up): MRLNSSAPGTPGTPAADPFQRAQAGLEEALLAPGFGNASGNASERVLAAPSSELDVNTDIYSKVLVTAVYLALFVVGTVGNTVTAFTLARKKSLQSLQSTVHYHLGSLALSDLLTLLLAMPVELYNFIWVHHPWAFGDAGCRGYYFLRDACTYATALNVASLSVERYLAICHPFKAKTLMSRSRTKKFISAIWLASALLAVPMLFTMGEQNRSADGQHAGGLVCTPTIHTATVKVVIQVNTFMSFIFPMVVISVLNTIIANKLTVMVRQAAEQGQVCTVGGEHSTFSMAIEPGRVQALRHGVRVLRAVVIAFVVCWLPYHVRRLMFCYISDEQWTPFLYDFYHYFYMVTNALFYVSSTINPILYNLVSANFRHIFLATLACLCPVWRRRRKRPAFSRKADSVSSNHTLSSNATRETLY
Rac1 GTP hydrolysis: MgcRacGAP GTPase-activating activity inhibitors, confirmation, biochemical, ADP Hunter fluorescence. Rac GTPase-activating protein 1 (Homo sapiens). MgcRacGAP-stimulated Rac1 GTP hydrolysis, ADP Hunter fluorescence; higher % means a stronger effect; GST-tagged Rac1 F28L mutant substrate. inhibition, % at 30 µM, or IC50 in µM where a hit was titrated. 0.6% of 340,000 active;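 active = first-screen hits whose inhibition reached a set limit at any dose in the follow-up dose series; inconclusive = inhibition above the set first-screen limit but never retested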;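 also: fluorescence reports GDP produced by GAP-driven GTP hydrolysis; strong numbers were not always called active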
RSV antiviral HEp-2: RSV antiviral activity via CPE protection, HEp-2 cells, primary 10 µM value included (AID 2391); 0.13% of 310,000 active; HEp-2 cells, RSV-induced CPE inhibition; higher % means a stronger effect; one-dose CPE inhibition, % at 10 µM; IC50 in µM for titrated hits; in the data active = a potency from the dose series; inconclusive = CPE inhibition mostly from about 23% at the one dose, without a potency; inactive = the rest, 99 in 100 with CPE inhibition below about 21%; also: strong numbers were not always called active
K1F lysis inhibition: inhibition of K1F phage lysis, E. coli UTI89, bacterial capsule biogenesis inhibitors, alamar blue (AID 488966). E. coli UTI89 K1F phage lysis, alamar blue, 2 h; higher % means a stronger effect. inhibition, % at 100 µM, or IC50 in µM where a hit was titrated. 0.02% of 340,000 active;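 active = phage lysis inhibition, versus mean bacterial control, above a set limit; inconclusive = no clear call, values can overlap the other calls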;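 also: capsule biogenesis inhibitors block K1F phage lysis so surviving cells raise fluorescence; higher fluorescence means more inhibition of phage lysis; actives were called in the ten point dose series up to 300 µM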
AID2073: inhibitors of Mint1-CaV2.2 protein interaction, biochemical, HTRF (AID 2073). Voltage-dependent N-type calcium channel subunit alpha-1B (Homo sapiens). HTRF protein-protein interaction, Mint1-CaV2.2; higher % means a stronger effect. inhibition, % at 20 µM; hits with a dose series show IC50 in µM. 0.19% of 290,000 active; in the data active = inhibition mostly above about 51%, no sharp cut-off; inconclusive = no clear call, values can overlap the other calls; inactive = mostly below about 53%; also: some results filed as inactive read as strong as hits
NS5 inhibitors: Dengue-2 NS5 methyltransferase inhibitors, primary screen, biochemical, confirmation dose response (AID 588689); Dengue-2 NS5 methyltransferase capping enzyme assay, biochemical; higher % means a stronger effect; inhibition, % at 25 µM; hits with a dose series show IC50 in µM; Genome polyprotein (Dengue virus type 2 (strain 16681-PDK53)); 0.3% of 340,000 active; in the data active = a potency from the dose series; inconclusive = inhibition above about 29% without an active follow-up result
NTR1 agonist cell count 20 µM: further read-out of NTR1 agonist, marked with its call; cell count; measured here: cell count, cytotoxicity flag
NS5 inhibitors pilot replicate: recorded beside NS5 inhibitors, whose call it bears; inhibition, %; measured here: pilot screen replicate inhibition
Active calls of the source: *; ? = inconclusive; · = not tested or not shown; [ ] = dose if it differs, or a comment.

SMILES	West Nile virus CPE	Siah-1 displacement	Large T inhibition	NTR1 agonist	NTR1 agonist cell count 20 µM	Rac1 GTP hydrolysis	RSV antiviral HEp-2	K1F lysis inhibition	AID2073	NS5 inhibitors	others
CN(c1ccc(C(=O)N2CCN(Cc3ccccc3)CC2)cc1)S(=O)(=O)c1ccccc1	-1.8%	6.1%	2.6%	0.0	51	8.6%	11.8%	0.1%	10.5%	-7.1%
COc1ccccc1OC(C)C(=O)NNC(=S)NC1CCCC1 (stereo not drawn)	-0.8%	-0.5%	-3.7%	2.5	29	3.1%	7.4%	0.2%	-28.5%	-8.6%
O=C(CSc1ccccn1)N/N=C/c1cccc([N+](=O)[O-])c1	0.4%	4.7%	3.0%	0.8	66	7.4%	1.4%	0.1%	-1.0%	1.9%
CCCS(=O)(=O)c1nc(S(=O)(=O)c2ccc(C)cc2)c(NCCCN(C)C)s1	0.9%	-0.4%	23.7%	1.8	36	3.7%	-0.1%	-0.1%	11.5%	-4.8%
Cc1nn(-c2ccccc2)c(Cl)c1/C=C1\SC(=S)N(CCCCCC(=O)O)C1=O	1.2%	5.2%	35.8%	2.2	81	13.0%	-3.0%	-1.2%[50 µM]	4.2%	41.4µM*
O=C(COC(=O)c1ccccn1)Nc1cccc(Cl)c1	0.1%	-3.7%	12.1%	-0.1	35	0.5%	0.8%	3.0%	3.6%	3.5%
Cc1noc(C)c1COC(=O)C1CCN(C(=O)c2ccc(Cl)cc2)CC1	0.0%	-5.6%	6.8%	-0.3	66	0.7%	0.7%	0.0%	4.8%	-3.8%
COCCNC(=O)C(c1ccco1)N(C(=O)Cn1nnc2ccccc21)c1cccc(C)c1C (stereo not drawn)	-0.3%	3.8%	5.7%	-2.2	90	-4.7%	1.6%	-0.7%	-5.9%	1.6%
C[C@H](CO)N1C[C@H](C)[C@@H](CN(C)C(=O)Nc2ccc(C(F)(F)F)cc2)Oc2ccc(NC(=O)c3ccncc3)cc2C1=O	·	·	·	1.1	59	9.2%	·	1.0%	·	-1.6%
CC(C)(C)c1ccc(C(=O)N2CCN(Cc3ccccc3)CC2)cc1	-0.9%	-4.6%	1.4%	0.7	49	-2.9%	0.1%	0.1%	5.6%	0.0%	NS5 inhibitors pilot replicate=-2.1
Fc1ccc(Nc2c(-c3ccco3)nc3ccccn23)cc1	-1.7%	2.8%	11.6%	1.0	73	20.6%	0.3%	-0.1%[50 µM]	-0.7%	0.3%
O=C(COc1ccccc1)NCCSc1ccccc1	0.9%	-1.7%	4.2%	-1.9	85	7.1%	0.7%	0.3%	3.2%	-2.4%
Nc1nnc2c(C(F)(F)F)nc3ccccc3n12	-0.4%	4.7%	6.8%	-0.6	85	-1.8%	1.0%	0.2%	28.5%	-2.0%
O=S(=O)(Nc1ccc2c(c1)OCCO2)c1ccc(F)cc1	-1.0%	-1.4%	8.1%	1.1	74	8.3%	-1.1%	3.3%	-2.5%	-4.0%
CCOc1ccc(Br)cc1S(=O)(=O)Nc1nc(CN2CCOCC2)nc2sc(C)c(C)c12	-0.2%	-0.5%	5.9%	5.1	65	5.3%	0.7%	0.5%	0.2%	-11.1%
CCO[C@@H]1OC(C(=O)N2CCN(Cc3ccc4c(c3)OCO4)CC2)=C[C@H](C)[C@H]1CCCO	-1.1%	-4.8%	11.5%	0.2	107	13.9%	0.4%	0.5%	-1.1%	-6.3%
Cc1onc(-c2ccccc2)c1C(=O)Nc1ccccc1N1CCOCC1	-1.0%	-2.8%	10.3%	1.9	64	5.2%	3.2%	0.1%	-3.7%	3.2%
Cc1cccc(OCC(=O)Nc2ccc(C(=O)c3ccc(C(=O)O)cc3)cc2)c1	-0.1%	2.6%	22.6%	1.1	40	1.7%	2.1%	-0.9%	1.8%	-4.2%
O=C1NC(=S)S/C1=C\c1ccc(SCc2ccccc2)o1	-0.6%	40.1%	>100µM*	·	·	16.3%	9.8%	-0.2%	40.7%	18.8%
CSCCC(Nc1ncnc2ccc(Br)cc12)C(=O)O (stereo not drawn)	-0.4%	-2.9%	7.0%	0.9	56	3.1%	1.5%	4.2%	18.0%	0.0%
C/C=C/C(=O)Nc1cccc(C(F)(F)F)c1	0.4%	-0.5%	-1.2%	0.1	46	-4.5%	2.1%	-7.8%	4.2%	-6.5%
Cn1cc(C(=O)c2ccc(Cl)cc2Cl)cc1C(=O)N/N=C(\N)COc1ccc(Cl)cc1	-0.3%	0.5%	23.4%	0.5	70	3.3%	10.2%	0.0%[50 µM]	?	-15.5%
Cc1c(O)ccoc1=O	-0.2%	-4.8%	4.0%	-0.1	104	-5.4%	3.0%	-0.7%	-1.6%	-1.4%
CCc1noc(C)c1C(=O)Nc1nc(-c2cc(C)ccc2C)c(C)s1	-0.4%	-0.9%	25.6%	2.3	69	-1.5%	2.1%	2.4%	-10.8%	1.5%
CN1C=CC=C/C1=C1\SC(=S)N(N)C1=O	1.7%	0.0%	11.2%	0.2	58	8.3%	-0.4%	0.8%	2.8%	-5.1%
O=C(Cn1cnc2c(OCc3ccccc3)ncnc21)NCCCN1CCCC1=O	·	·	·	-0.8	61	5.7%	·	0.4%	·	-1.0%	NS5 inhibitors pilot replicate=0.9
CCOC(=O)c1ccc(NC(=O)CSc2ncccn2)cc1	0.2%	-3.3%	-2.1%	1.1	41	2.6%	0.8%	0.1%	-12.9%	-4.0%
O=C(O)c1ccc(-c2cccc(Cl)c2)o1	0.4%	·	·	2.5	52	3.6%	0.3%	-0.5%	·	-4.8%
Cc1nc2sc(C(=O)c3ccccc3)c(N)c2c2c1CCCC2	-0.1%	-5.2%	11.1%	15.3	69	9.6%	3.8%	5.2%	2.4%	2.2%
CCCCNC(=O)CCc1c(C)nc2nc(-c3cc(OC)cc(OC)c3)nn2c1C	·	0.9%	13.7%	-2.6	98	0.6%	2.3%	-8.2%	16.0%	-8.8%
CC(C)N1CCc2c(sc(NC(=O)c3ccc(C(=O)c4ccccc4)cc3)c2C(N)=O)C1	11.9%	-0.7%	-2.3%	1.1	70	7.8%	6.4%	-0.1%	3.4%	-34.1%
CCOc1ccccc1C(=O)NC1CCN(Cc2nnnn2C2CCCC2)CC1	0.9%	6.6%	13.0%	·	·	0.6%	·	8.3%	9.5%	-1.1%
O=C(Nc1ccc(N2CCN(C(=O)c3ccccc3)CC2)cc1)c1ccc2c(c1)OCO2	-0.6%	-4.4%	17.7%	-1.4	79	3.7%	-1.5%	0.1%	2.0%	-9.8%
COc1ccc(C(=O)NNC(=O)C(C)NC(=O)c2ccccc2NC(=O)c2ccco2)cc1 (stereo not drawn)	0.1%	-6.0%	-5.8%	0.4	84	6.0%	0.3%	-0.1%	-0.4%	-10.7%
Cc1cccc(NC(=O)C2CC(=O)N/C(=N/N=C/c3ccco3)S2)c1 (stereo not drawn)	-0.3%	-0.1%	5.6%	-0.1	44	5.3%	2.6%	0.1%	4.1%	-6.5%
COC(=O)c1c(NC(=S)Nc2ccccc2Cl)sc(C)c1C	-0.2%	-1.9%	7.3%	0.7	44	6.5%	-0.7%	0.3%	1.3%	-8.3%
Cc1cccc(C)c1OCc1cc(C(=O)NCC2COCCO2)no1 (stereo not drawn)	0.1%	0.1%	-2.1%	-0.6	66	-1.2%	0.4%	0.0%	1.7%	1.9%
COc1ccc(CN2CCNC(=O)C2CC(=O)NCCc2nc(C)c3c(n2)CCC3)cc1C (stereo not drawn)	0.2%	-1.7%	·	0.2	65	3.4%	0.0%	0.2%	-1.8%	-3.5%
COc1ccc(C(CNC(=O)CCNS(=O)(=O)c2ccc(C)cc2)N2CCOCC2)cc1 (stereo not drawn)	·	·	7.2%	-1.6	63	-3.1%	2.2%	1.1%[50 µM]	·	-5.1%
Cc1ccc(C(=O)NCc2ccccn2)cc1S(=O)(=O)N1CCOCC1	·	·	·	0.2	54	3.5%	0.0%	0.8%[50 µM]	·	-1.5%
CN1CCN(C(=S)NC(=O)/C=C/c2ccccc2)CC1	0.1%	2.5%	12.3%	0.8	81	-0.6%	1.1%	5.0%	-18.0%	-8.9%
CCN(CC)C(=O)CSc1nnc2nnc3cc(OC)ccc3n12	-1.0%	15.0%	5.5%	0.6	48	·	-0.4%	·	45.9%	·
CCC(=O)c1ccc(OCC(=O)OCC(=O)c2c(N)n(C)c(=O)n(C)c2=O)cc1	·	·	·	5.6	46	9.5%	·	0.8%[50 µM]	·	3.7%
COc1ccc(NC(=O)COc2coc(CN3CCc4ccccc4C3)cc2=O)cc1	·	·	11.8%	7.6	60	-2.5%	2.0%	0.2%[50 µM]	·	6.6%
COc1cc(OC)c2ccc(=O)oc2c1C(CCN1CCCC(C)C1)c1ccc(N(C)C)cc1 (stereo not drawn)	-0.4%	1.0%	22.2%	-3.7	95	14.7%	-1.0%	1.4%	6.1%	-9.8%
CC(C)CC(C)N1CCC(n2nccc2NC(=O)CCc2ccccc2)CC1 (stereo not drawn)	-0.4%	-0.1%	12.5%	-0.5	63	15.1%	-1.6%	0.1%	7.9%	0.9%
O=C(NCc1ccccn1)Nc1cccc(Cl)c1	-1.2%	3.7%	-15.4%	0.9	53	0.2%	-1.7%	2.2%	6.1%	-2.1%
CN1CCC(N(C)C(=O)c2sc3cc(F)ccc3c2Cl)CC1	0.4%	-4.8%	0.4%	-1.1	72	16.8%	-1.6%	0.2%	-3.6%	3.6%
COc1ccc(C(=O)Oc2cccc3cccnc23)cc1[N+](=O)[O-]	0.4%	3.6%	·	1.5	86	6.6%	3.0%	0.1%	0.4%	-6.2%
CCCc1cc(=O)[nH]c(SCC(=O)c2ccc3c(c2)NC(=O)CO3)n1	0.2%	-2.9%	14.2%	2.8	46	6.0%	-1.4%	0.1%	-13.2%	-6.4%
CC1(C)CC2CC(C)(CN2C(=S)Nc2ccccc2)C1 (stereo not drawn)	-0.9%	3.2%	14.2%	0.2	47	8.8%	-1.3%	-0.2%	12.7%	-4.0%

Compounds were not picked by outcome; overall some 1.6% were active at least once.
